POLK inh: qHTS for Inhibitors of Polymerase Kappa; 400,000 tested, 0.53% active; AID 588579, 2011; purified Pol kappa, fluorescent DNA synthesis assay, 10 min; DNA polymerase kappa (Homo sapiens), Q9UBT6; Potency, µM (series often up to 107 µM), for the others: at the highest dose activity, negative = inhibition, most hits filed as inhibitors; further: on the % scale 0 is the no-effect control and ±100 the full control effect
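Readout: fluorescence, taken kinetically at 0 and 10 min. Conditions: 10 nM Pol kappa, 15 min RT compound preincubation, 50 nM substrate final. Controls: enzyme-free buffer wells.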
Apoferritin bind: qHTS Assay for Identification of Novel General Anesthetics; Ferritin light chain (Equus caballus), P02791; apoferritin/1-aminoanthracene competitive binding, fluorescence; Potency, µM (top dose mostly 77.5 µM), inactives show at the highest dose activity change, negative = displacement, most hits filed as inhibitors; 350,000 tested, 0.074% active; further: on the % scale 0 is the no-effect control and ±100 the full control effect; nearly all actives have a fitted effect of over 20% in size
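Apoferritin-based anesthetic binding model; compound displacement of fluorescent 1-AMA measured as endpoint fluorescence after 10 minutes at room temperature, scaled to free-ligand and complex controls.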
Pol iota inh: qHTS for Inhibitors of Polymerase Iota; DNA polymerase iota (Homo sapiens), Q9UNA4; Pol iota fluorescent replication assay, 10 min; Potency, µM (top dose mostly 115 µM), inactives show at the top dose activity, negative = inhibition, most hits filed as inhibitors; 390,000 tested, 1% active; AID 588590, 2011
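Fluorescent replication assay read twice, at 0 min and 10 min after adding 50 nM (final) substrate. Enzyme (10 nM) and compounds were first incubated 15 min at room temperature; enzyme-free buffer wells were negative controls.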
APE1 inh: qHTS Assay for Inhibitors of the Human Apurinic/apyrimidinic Endonuclease 1 (APE1); DNA repair nuclease/redox regulator APEX1 (Homo sapiens), P27695; AID 2517, 2012; recombinant APE1, TAMRA/BHQ-2 abasic DNA cleavage fluorescence; 350,000 tested, 0.35% active; Potency, µM (titrated, usually from 65.8 µM), for inactives: top-dose activity change, negative = inhibition, hits mostly inhibitors;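 further: plate controls were vehicle for no effect and reference inhibitor for full effect; nearly all actives have a fitted effect of over 55% in size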
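Step 1: APE1 (0.75 nM) with compound, 15 min RT. Step 2: add 50 nM fluorophore/quencher THF duplex. Step 3: three fluorescence reads 60 s apart (525/598 nm); read 3 minus read 1 = reaction progress.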
Pol eta inh: qHTS for Inhibitors of Polymerase Eta | AID 588591, 2011 | DNA polymerase eta (Homo sapiens), Q9Y253 | Potency, µM (titrated, usually from 114 µM), for the others: at the top dose activity change, negative = inhibition, actives largely listed as inhibitors | recombinant Pol eta, fluorescent DNA replication assay | 390,000 tested, 1.2% active; further: on the % scale 0 is the no-effect control and ±100 the full control effect
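Pol eta (10 nM) was preincubated with compounds for 15 min at room temperature, after which fluorescent replication substrate (50 nM final) was added to start the reaction. Fluorescence was read kinetically at 0 and 10 min.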
G9a block: qHTS Assay for Inhibitors of Histone Lysine Methyltransferase G9a | 350,000 tested, 8.8% active | AID 504332, 2011 | Histone-lysine N-methyltransferase EHMT2 (Homo sapiens), Q96KQ7 | G9a H3K9 monomethylation, AlphaScreen, 2 h | Potency, µM (doses to about 102 µM), inactives show at the top dose activity, negative = inhibition, hits mostly inhibitors; further: on the % scale 0 is the no-effect control and ±100 the full control effect; nearly all actives have a fitted effect of over 75% in size
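Compounds were preincubated with 20 nM G9a for 15 min, after which biotinylated H3K9 peptide (500 nM) and SAM (20 uM) started a 2 h room-temperature reaction. Monomethylated product was quantified by antibody-based AlphaScreen chemiluminescence.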
BLM inh: qHTS Assay for Inhibitors of Bloom's syndrome helicase (BLM); RecQ-like DNA helicase BLM (Homo sapiens), P54132; recombinant BLM DNA unwinding, fluorescence dequenching; Potency, µM (top dose mostly 56.1 µM), for inactives: top-dose activity change, negative = inhibition, actives largely listed as inhibitors; 350,000 tested, 0.2% active; AID 2528, 2010;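 further: plate controls were vehicle for no effect and no enzyme for full effect; nearly all actives have a fitted effect of over 35% in size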
Pol beta inh: qHTS Assay for Inhibitors of DNA Polymerase Beta. P06746. Pol beta primer extension/strand displacement, fluorescence kinetic. Potency, µM (series often up to 114 µM), inactives show at the highest dose activity change, negative = inhibition, usual class: inhibitors. 340,000 tested, 1.3% active; further: on the % scale 0 is the no-effect control and ±100 the full control effect
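Enzyme-only controls used 10 nM Pol beta; buffer lacking enzyme served as negative control. Compound preincubated 15 min, then 50 nM substrate added; 0 and 10 min reads at room temperature.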
BAZ2B block: qHTS Assay for Inhibitors of BAZ2B. Bromodomain adjacent to zinc finger domain protein 2B (Homo sapiens), Q9UIF8. AlphaScreen BAZ2B-H3K14Ac peptide displacement. Potency, µM (series often up to 114 µM), inactives show at the top dose activity change, negative = inhibition, most hits filed as inhibitors. 360,000 tested, 4.4% active; further: on the % scale 0 is the no-effect control and ±100 the full control effect; nearly all actives have a fitted effect of over 60% in size
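BAZ2B (50 nM) with biotin-H3(5-23)K14Ac peptide (50 nM) in PBS pH 7.4, 0.01% Tween-20, preformed 30 min, then compound 30 min at room temperature; top concentration 110uM. AlphaScreen streptavidin donor/nickel chelate acceptor beads (10 ug/mL final), 20 min dark, signal read.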
Starred values were filed as active, the others as inactive; ? = inconclusive; . = not tested or not shown; & = joins results of further samples; [ ] = another dose, or the depositor's remark. The call rests on the fitted dose curve; in most records, active means well fitted curve in the direction sought with a large enough effect; inconclusive means small, poorly fitted or top-dose-only effect, or another doubt; inactive means no such curve, though single readings can be large; an effect the other way counts as inactive or inconclusive. Potency means the concentration at half of the fitted maximal effect.

POLK inh | Apoferritin bind | Pol iota inh | APE1 inh | Pol eta inh | G9a block | BLM inh | Pol beta inh | BAZ2B block | SMILES
-1% | -10% | 141%[activator] | -1%&1% | -8% | ? | -10% | 17% | 10µM* | CN1CCN(Cc2cc(COCc3ccccc3)c3cccnc3c2O)CC1
-14% | -7% | 76%[activator] | -6% | -23% | ? | 3% | 42% | -9% | O=C(CCN1C(=O)/C(=C/c2ccccc2F)SC1=S)NCCCN1CCOCC1
-14% | 12% | 156%[activator] | 2% | 6% | 33% | -2% | 16% | -22% | COc1ccccc1C1=NOC(Cn2c(NCCCO)nc3c2c(=O)n(C)c(=O)n3C)C1 (stereo not drawn)
2% | . | 7% | 13% | -14% | . | . | . | . | COc1ccc(NC(=O)COC(=O)CCNC(=O)c2ccco2)cc1Cl
-9% | -7% | 35%[activator] | 8% | -16% | -31% | -9% | 14% | -32% | CC(C)(C)n1nnnc1C(c1cccc(C#N)c1)N1CCCc2ccccc21 (stereo not drawn)
-13% | 3% | 21% | 7% | 6% | 9%[59 µM] | 1% | -8% | 4% | COCCn1c(SCC(=O)N2CC(=O)Nc3ccccc32)nnc1-c1ccoc1C
-12% | -5% | ? | 2% | -11% | -23% | 4% | -24% | 56µM* | CCn1c(SCC(=O)N/N=C/c2ccccc2OCC(=O)O)nnc1-c1ccc(OC)cc1
-22% | 69%[activator] | -1% | -5% | -10% | 13% | -9% | -23% | -24% | COc1ccc(CNC(=O)C(C)n2ccc3cc(S(=O)(=O)N4CCCCCC4)ccc32)cc1 (stereo not drawn)
-4% | -10% | -1% | 3% | -4% | 2% | 2% | 18% | -6% | CCn1c(COc2ccc(=O)n(-c3ccccc3)n2)nnc1SCc1cccc(OC)c1
-7% | . | -5% | -9% | -4% | -30% | . | . | 1% | O=S(=O)(Nc1ccc(-c2ccc(N3CCOCC3)nn2)cc1)c1ccc(Cl)c(Cl)c1
-12% | ? | -7% | -3% | 5% | 2%[0.501 µM] | -4% | 2% | 6% | N/C(=N\OC(=O)COc1ccc2ccccc2c1)c1ccccn1
-7% | . | 18% | 11% | -12% | 29%[12.7 µM] | . | . | 4% | COc1ccc(S(=O)(=O)NC2CCN(Cc3ccccc3)CC2)cc1NC(C)=O
-7% | . | 30% | 6% | -23% | . | . | . | . | COc1ccccc1N(CC(=O)Nc1cc(S(=O)(=O)N(C)C)ccc1C)S(=O)(=O)c1cccs1
0% | -2% | 89%[activator] | 11% | -11% | . | 2% | 33%[activator] | -7% | CCOC(=O)c1cc(NC(=O)c2cccnc2)ccc1N1CCOCC1
-20% | -4% | 6% | 16% | -22% | 5% | -3% | 1% | ? | Cc1cc([N+](=O)[O-])ccc1NC(=O)CN1CCN(Cc2ccccc2)CC1
3% | -15% | -13% | -7% | -16% | -3% | 0% | 8% | -19% | Fc1ccc(NC(=S)NC2CCN(Cc3ccccc3)CC2)cc1
-4% | -11% | 7% | 22% | -15% | 33%[activator] | 0% | 0% | -49% | CCOc1ccc(NS(=O)(=O)c2ccc(C(=O)N3CCN(C(C)=O)CC3)cc2)cc1
-6% | 18% | 3% | -6% | -7% | 17% | -7% | 0% | 9% | COC(=O)C(C)Sc1ncnc2c1c(-c1ccccc1)cn2-c1ccc(OC)cc1 (stereo not drawn)
-2% | -14% | 1% | -4% | ? | ? | -10% | 1% | ? | CCOc1cc(NS(=O)(=O)c2ccccc2)c(OCC)cc1NC(=O)c1ccco1
-6% | ? | 4% | 1% | -7% | 41%[12.7 µM] | 1% | 28% | -2% | O=C1Nc2cc(Cl)c(Cl)cc2N(O)N1c1ccc(Cl)c(Cl)c1
12% | . | 17% | -2% | -5% | -20%[12.7 µM] | . | . | -4% | Cc1ccc(C(=O)Cc2ccccc2)o1
-3%[12 µM] | 5%[29.3 µM] | . | . | . | -7%[21.5 µM] | -13%[21.4 µM] | . | . | CC[C@H]1NC(=O)c2cc(S(N)(=O)=O)c(Cl)cc2N1
-3% | -2% | 8% | -1% | -12% | -31%[59 µM] | 0% | -21% | -5% | CCCC(=O)C1=C(N(C)c2ccccc2)CC(C)(C)C(C(=O)OC)C1=O (stereo not drawn)
-8%&-15% | ? | 11%&-4% | 0% | -23%&-9% | -3% | 2%&-1% | 1%&-19% | 9%&-23% | Cc1cccc(N2CCN(C(=O)Cn3nc(C)n4cccc4c3=O)CC2C)c1 (stereo not drawn)
-3% | -8% | 3% | . | . | 7%[59 µM] | -2% | 2% | -5% | COc1ccc(C)cc1NC(=O)N1CCN(c2nnc(C)c3c(C)n(-c4ccccc4)nc23)CC1
-6%[60.1 µM] | -5% | 14% | . | -13% | 7%[59 µM] | 0% | 18% | -16% | CCc1ccc(CNC(=O)Cc2c(C(=O)O)c(C)cn2C)cc1
-2% | 6% | 50%[activator] | 39% | -7% | -6% | -6% | -3% | -13% | COc1ccc(NC(=O)Nc2c[nH]c(=O)[nH]c2=O)cc1
-14% | -7% | 17% | 17% | 2% | -1%[59 µM] | -4% | 27% | -5% | CC(=O)Nc1ccc(N(C)S(C)(=O)=O)cc1
3% | -12% | 7% | 1% | -3% | 2µM* | -4% | 0% | -4% | CC(=O)N1CCN(CC(=O)c2ccc(Br)cc2)CC1
-7% | 2% | 111%[activator] | -17% | -6% | . | -8% | -2% | -26% | NC(=O)c1ccc(NC(=O)C2CCCC2)cc1

Marked active in BAZ2B block, among the entries above:
POLK inh | Apoferritin bind | Pol iota inh | APE1 inh | Pol eta inh | G9a block | BLM inh | Pol beta inh | BAZ2B block | SMILES
-1% | -10% | 141%[activator] | -1%&1% | -8% | ? | -10% | 17% | 10µM* | CN1CCN(Cc2cc(COCc3ccccc3)c3cccnc3c2O)CC1
-12% | -5% | ? | 2% | -11% | -23% | 4% | -24% | 56µM* | CCn1c(SCC(=O)N/N=C/c2ccccc2OCC(=O)O)nnc1-c1ccc(OC)cc1

Returning to the listing, starting 3 compounds before the break.
POLK inh | Apoferritin bind | Pol iota inh | APE1 inh | Pol eta inh | G9a block | BLM inh | Pol beta inh | BAZ2B block | SMILES
-14% | -7% | 17% | 17% | 2% | -1%[59 µM] | -4% | 27% | -5% | CC(=O)Nc1ccc(N(C)S(C)(=O)=O)cc1
3% | -12% | 7% | 1% | -3% | 2µM* | -4% | 0% | -4% | CC(=O)N1CCN(CC(=O)c2ccc(Br)cc2)CC1
-7% | 2% | 111%[activator] | -17% | -6% | . | -8% | -2% | -26% | NC(=O)c1ccc(NC(=O)C2CCCC2)cc1
-3% | -1% | 17% | -5% | -14% | 24% | 1% | 0% | 4% | CC(=O)N[C@H]1[C@H](OCc2ccccc2F)O[C@H](COC(C)=O)[C@@H](OC(C)=O)[C@@H]1OC(C)=O
-5% | -3% | 15% | -2% | -18% | 0% | 1% | -2% | 10% | Cc1cc(C)n(-c2nc(NCCO)c3c4c(sc3n2)CCCC4)n1
-10% | 0% | 16% | 8% | -2% | ? | -1% | -1% | -22% | COc1cc(/C=N/n2nnnc2N)ccc1O
-3% | . | 14% | -10% | -13% | . | . | . | . | COc1ccc2[nH]c3c(c2c1)CCN1C(=O)C(CC(=O)NCCC2=CCCCC2)C[C@H](C(=O)N(C(C)C)C(C)C)[C@@]31C (stereo partly drawn)
0% | 3% | 11% | 1% | 2% | 7%[12.7 µM] | -2% | 0% | 5% | CC(=O)N1CCc2cc(S(=O)(=O)NC(CC(C)C)C(=O)Nc3cc(C)ccn3)ccc21 (stereo not drawn)
-19% | -10% | -20% | 12% | -8% | 11% | -3% | -5% | 10% | CCOc1ccc(NC(=O)NN2C(C)CCCC2C)cc1 (stereo not drawn)
-5% | -3% | 16% | 17% | 3% | 1% | -4% | 34% | -5% | CNC(=O)c1cc(S(=O)(=O)Nc2ccc(C)cc2C)ccc1C
2% | 5% | 2% | 5% | -16% | -13%[59 µM] | -2% | ? | 6% | CC(C)Cc1nnc(NC(=O)CSc2ncn[nH]2)s1
-5% | -16% | 59%[activator] | 26% | -3% | 13%[12.7 µM] | 4% | 22% | -8% | CCOc1ccccc1CN1CCC(Oc2ccc(C(=O)NCc3ccccn3)cc2)CC1
1% | -6% | -4% | 42% | -18% | 44% | -2% | 13% | -31% | O=C(c1cccc(N2CCNC2=O)c1)N1CCCC(Nc2cccc(F)c2)C1 (stereo not drawn)
? | ? | 25µM* | -21% | -12% | ? | -8% | 1% | ? | O=C1/C(=C/c2ccccc2Cl)SC(=S)N1CCC(=O)N1CCCCC1CCO (stereo not drawn)
-18% | 3% | 28µM* | ? | 50µM* | 6% | -16% | -20% | -37% | COc1ccc(/C=N\NC(=O)c2cc3c(ccc4ccccc43)o2)cc1O
5% | -5% | 34%[activator] | 9% | -5% | . | -2% | 33% | -3% | Cc1ccc(CC2CC(=O)N(C(Cc3ccccc3)C(=O)O)C2=O)cc1 (stereo not drawn)
0% | -2% | 6% | -11% | -11% | ? | -3% | 1% | ? | Cc1c(O)ccc(C(=O)CN2CCN(c3ccccc3F)CC2)c1O
-10% | -17% | ? | 10% | -8% | 24%[59 µM] | 0% | 2% | 6% | CCOC(=O)C1(Nc2nccs2)Sc2ccccc2NC1=O (stereo not drawn)
-3% | 5% | 55%[activator] | -1% | -11% | . | 4% | 1% | 19% | CCN(CC)Cc1ccccn1
-3% | -14% | -10% | 9% | -11% | -21% | 0% | -14% | -26% | COc1cccc(NC(=O)NCCc2ccc(Cl)cc2)c1
-13% | -16% | 19% | 7% | -4% | . | -4% | 28% | 5% | O=C(/C=C/c1c(Cl)cccc1Cl)N1CCOCC1
-9% | -16% | 18% | 42% | -3% | 2% | -5% | 19% | -20% | CCc1ccc(C(=O)NN=C2CCCCCC2)s1

Not all compounds are listed (hit frequency here may not be typical).
